Source: PubChem (several laboratories)
ZTA counter – ZTA (EBV) inhibition in EBNA-1 counter-screen; inhibition, % at 11 µM; AID 2234; actives 0.15% (n = 320,000); P03206; ZTA-DNA binding, fluorescence polarization; in the data active = inhibition above about 33%
Target sequence (P03206 whole entry, looked up): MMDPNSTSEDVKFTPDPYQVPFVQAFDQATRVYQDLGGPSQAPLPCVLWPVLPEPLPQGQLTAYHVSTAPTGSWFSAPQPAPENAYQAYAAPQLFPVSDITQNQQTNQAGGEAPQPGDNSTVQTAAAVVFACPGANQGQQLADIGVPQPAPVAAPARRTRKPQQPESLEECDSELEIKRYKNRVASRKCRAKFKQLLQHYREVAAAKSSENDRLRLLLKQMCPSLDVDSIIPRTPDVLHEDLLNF
EBNA-1 inhibitor – blocks EBNA-1 binding to DNA. EBNA-1 DNA binding, fluorescence polarization. inhibition, % at 14.8 µM. actives 0.34% (n = 300,000). AID 1950; in the data active = inhibition above about 28%
TPT1 inhibitor – blocks Candida albicans tRNA 2'-phosphotransferase. recombinant caTPT1, FP RNA substrate dephosphorylation. inhibition, % at 5 µM. actives 0.81% (n = 300,000);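 active = inhibition above the mean of all tested compounds plus 3 SD, set per screening campaign, cut at about 24% in these data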;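 also: plate controls were DMSO alone for no effect and ferristatin control at 100 nM for full effect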
JMJD2C inh – inhibitors of human GASC-1 (JMJD2C) demethylase | Q9H3R0 | GST-JMJD2C(1-420) H3K9me3 demethylation, DELFIA europium | inhibition, % at 2.35 µM | actives 0.069% (n = 330,000);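 active = more than half of a compound's replicate wells show inhibition beyond 50%, single wells judged on their own value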;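 also: signal counts dimethyl H3K9 product captured on neutravidin plate; 0% = median of DMSO wells and 100% = 0.3 times that DMSO median; strong numbers were not always called active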
Target sequence (Q9H3R0 1-420 limits assumed): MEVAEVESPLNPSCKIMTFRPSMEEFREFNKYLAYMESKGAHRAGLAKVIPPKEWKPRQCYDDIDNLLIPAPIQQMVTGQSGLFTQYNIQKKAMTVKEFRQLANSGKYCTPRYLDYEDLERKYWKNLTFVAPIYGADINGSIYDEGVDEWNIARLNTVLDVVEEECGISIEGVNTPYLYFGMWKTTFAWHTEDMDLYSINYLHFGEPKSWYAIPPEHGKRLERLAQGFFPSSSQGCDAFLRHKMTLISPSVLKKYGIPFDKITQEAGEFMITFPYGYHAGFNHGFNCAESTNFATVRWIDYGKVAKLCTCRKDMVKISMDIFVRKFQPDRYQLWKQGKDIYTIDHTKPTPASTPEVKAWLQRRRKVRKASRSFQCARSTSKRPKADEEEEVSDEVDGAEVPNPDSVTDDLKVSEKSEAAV
PP1 counter – PP1-alpha (human) inhibition in PP5 counter-screen; actives 0.9% (n = 320,000); inhibition, % at 6.7 µM; purified PP1alpha, OMFP fluorescence; P62136;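 active = inhibition above the mean inhibition of all tested compounds plus 3 SD, computed separately for each screening campaign, cut at about 15% in these data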
Target sequence (P62136 whole entry, looked up): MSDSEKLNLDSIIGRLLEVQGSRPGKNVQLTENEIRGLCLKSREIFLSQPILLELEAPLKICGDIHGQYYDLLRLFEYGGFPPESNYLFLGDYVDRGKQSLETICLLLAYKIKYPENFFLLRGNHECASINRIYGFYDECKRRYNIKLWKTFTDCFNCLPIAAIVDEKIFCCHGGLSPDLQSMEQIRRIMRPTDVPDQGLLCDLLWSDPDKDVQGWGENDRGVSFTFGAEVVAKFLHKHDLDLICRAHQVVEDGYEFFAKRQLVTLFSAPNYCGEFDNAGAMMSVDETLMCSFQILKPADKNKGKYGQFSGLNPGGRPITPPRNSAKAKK
PP5 primary – blocks human protein phosphatase 5 activity | P53041 | purified PP5c, OMFP substrate fluorescence | inhibition, % at 6.7 µM | actives 0.18% (n = 320,000);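 active = inhibition above the campaign's mean inhibition across all tested compounds plus 3 SD, cut at about 9.5% in these data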;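 also: 0% = DMSO only and 100% = 100 µM cantharidin control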
HCV core dimer – HCV core protein dimerization inhibition | TR-FRET GST/Flag-core106 dimerization, 1536-well | inhibition, % at 5 µM | actives 0.33% (n = 300,000) | AID 1899;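 active = inhibition above the mean of all tested compounds plus 3 SD, set per screening campaign, cut at about 45% in these data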
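Test system: GST/Flag-tagged HCV core106 proteins; Medium: KF-containing HEPES buffer, pH 7.45, DTT, CHAPS, BSA; Times: compound-protein-antibody incubation 4 h at 22.5 °C; Detection: TR-FRET 671 and 617 nm emission; Benchmarks: wells lacking GST-core106 and wells with excess unlabelled core106.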
Fh CTSL1 inh – cathepsin L1 inhibition, PFM18AAP counter-screen. recombinant F. hepatica cathepsin L1, Z-Leu-Arg-MCA fluorescence. inhibition, % at 5.96 µM. actives 0.49% (n = 300,000). AID 1906;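 active = inhibition above the mean of all tested compounds plus 3 SD, set per screening campaign, cut at about 17% in these data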;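 also: 0% = plate median of test compound wells and 100% = 1 µM Z-Phe-Ala-diazomethylketone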
Yeast superoxide – lowers age-related superoxide in aged yeast cells. superoxide response (% of plate mean), % at 10 µM. actives 0.18% (n = 330,000). AID 2690. S. cerevisiae aged cells, superoxide DHE fluorescence; active compounds read low;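 active = superoxide response under a set limit, about three screen SD below normal, cut at about 65% in these data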;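 also: yeast aged for seven days with compound at 30 °C before DHE staining; 100% = average MFI of all compound-treated wells on the plate with controls excluded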
Active calls of the source: *; · = no result given.

SMILES | ZTA counter | EBNA-1 inhibitor | TPT1 inhibitor | JMJD2C inh | PP1 counter | PP5 primary | HCV core dimer | Fh CTSL1 inh | Yeast superoxide
COc1ccc(C(=O)C2CCN(CC(=O)Nc3cc(C)cc(C)c3)CC2)cc1 | -3 | -7 | -1 | -2 | 7 | 6.2 | 2 | -1 | 101
C=CC[C@]12CCc3ccccc3C1N(c1ccc(C(=O)OCC)cc1)C2=O (stereo partly drawn) | -2 | · | · | 8 | 0 | 0.3 | · | · | 121
C=CCOc1ccccc1CNCCCN1CCOCC1 | 3 | -2 | 0 | -4 | -5 | -0.9 | -2 | -5 | 123
CC(C(=O)NC1C(=O)N2C(C(=O)O)=C(CSc3nnnn3C)CSC12)n1cc(Br)cn1 (stereo not drawn) | -2 | -2 | -3 | -3 | -2 | -1.6 | 5 | -5 | 101
CC(=O)NC1C(=O)N=C(SCC(=O)NC(C)c2ccccc2)NC1=O (stereo not drawn) | 3 | 10 | 0 | 6 | -1 | -2.1 | 0 | 0 | 86
COC(=O)c1ccc(/C=C2/SC(=S)N(CCC(=O)NCCCN3CCOCC3)C2=O)cc1 | -4 | 16 | -5 | 15 | 3 | -0.5 | -14 | 0 | 98
COc1cccc(CNC(=O)Cn2c(=O)c3cccn3c3ccccc32)c1 | 1 | 5 | 1 | 7 | -5 | -2.1 | 3 | 1 | 103
Cc1cc2cc(C)c(NCCNC(=O)c3ccccc3)nc2cc1C | 7 | 6 | -3 | 1 | 1 | 4.2 | -8 | 3 | 115
Cc1cc(N2CC34C=CC(O3)C(C(=O)O)C4C2=O)no1 (stereo not drawn) | 8 | 7 | 1 | 4 | 0 | 3.5 | 0 | 1 | 114
O=C(NC1CCOCC1)C1CCC(=O)N(CCc2ccc(Cl)cc2)C1 (stereo not drawn) | 2 | -16 | -3 | -1 | -6 | 1.1 | -4 | -4 | 95
O=S(=O)(c1ccc(C(F)(F)F)cc1)N1CCCN(c2ccc(C(F)(F)F)cn2)CC1 | -5 | -1 | 1 | 3 | 2 | 4.8 | -1 | 3 | 101
Cc1ccc(S(=O)(=O)N2CCC(C(=O)NCc3ccccc3Cl)CC2)cc1 | -8 | -12 | -3 | -11 | 3 | 4.1 | -1 | 1 | 103
OCC1(CCCc2ccccc2)CCN(Cc2cc(F)ccc2F)CC1 | -7 | 2 | -1 | 17 | 1 | -0.6 | -5 | -1 | 92
COc1cccc(C(=O)c2c[nH]c(C(=O)NCCCN3CCOCC3)c2)c1 | 6 | 2 | 2 | 10 | -3 | -0.7 | 1 | -3 | 91
O=c1[nH]ncc(N/N=C\c2cccs2)c1Cl | -7 | -7 | -2 | 1 | -2 | -0.4 | -3 | 10 | 101
CCC(C)C(NC(=O)CCC(=O)OCC(=O)[C@@]1(O)CCC2[C@@H]3CCC4=CC(=O)C=C[C@]4(C)C3[C@@H](O)C[C@@]21C)C(=O)O (stereo partly drawn) | -14 | 3 | -2 | -25 | -2 | 2.7 | -2 | -10 | 87
C/C=C1\COC(C(=O)NCCCN2CCCC2=O)(C(F)(F)F)C=C1C=C(C)C (stereo not drawn) | -5 | 3 | 0 | 8 | 0 | 0.4 | 13 | 2 | 103
O=c1c2c(-c3cccs3)csc2ncn1-c1ccccc1 | 2 | -8 | 0 | -4 | 0 | 2.0 | 5 | -4 | 101
Cc1ccc(NC(=O)CSCc2c(C)noc2C)cc1C | 7 | -2 | 0 | -6 | 12 | 2.1 | -2 | -1 | 104
COc1cc(C=O)cc(OC)c1OS(=O)(=O)c1ccc(NC(C)=O)cc1 | -16 | -9 | 1 | 12 | -2 | 2.1 | -1 | 0 | 113
CCC(C)Sc1nc2ccccc2n1CC(=O)O (stereo not drawn) | 18 | 7 | 1 | -4 | -3 | -0.7 | -1 | 4 | 106
CCN(CC)CCn1c(=S)[nH]c2cc(C(=O)N3CC=C(c4ccccc4)CC3)ccc2c1=O | 1 | -2 | -1 | -17 | -1 | -2.4 | -1 | 2 | 152
CN(C)S(=O)(=O)c1ccc(N2CCCC2)c(C(=O)NCC(=O)Nc2ccc(F)c(F)c2)c1 | 4 | · | · | 20 | -4 | -0.4 | · | · | 87
COC(=O)c1c(NC(C)=O)sc2c1CCN(Cc1ccccc1)C2 | 13 | -7 | 2 | 17 | -4 | 3.0 | -11 | 2 | 109
OCCCN1c2ccccc2Nc2nnc(-c3ccccc3)cc21 | -1 | 2 | -2 | 4 | 21* | 3.1 | 1 | -2 | 93
CN1CCN(CCCNC(=O)CCN2C(=O)COc3ccccc32)CC1 | 8 | 0 | -2 | 2 | 3 | -1.9 | -1 | 0 | 92
CCOC(=O)c1nnn(-c2ccc([N+](=O)[O-])cc2)c1C | 5 | -5 | 0 | 8 | -3 | 2.4 | -4 | -1 | 107
CC(NC(=O)c1ccco1)C1COc2ccccc2O1 (stereo not drawn) | 3 | -6 | 4 | 6 | -4 | 2.3 | 7 | -4 | 104
Cc1cc(-c2cc(C(=O)Nc3ccccc3)on2)nc(NC2CCCC2)n1 | 11 | -6 | 2 | -5 | 3 | 2.9 | 0 | -3 | 101
O=C1CSC(=S)N1/N=C/c1cc(Br)c(O)c(Br)c1 | -2 | -3 | 82* | -2 | -1 | -1.5 | -20 | 0 | 94

Random excerpt: four records from the list, in no set order.
SMILES | ZTA counter | EBNA-1 inhibitor | TPT1 inhibitor | JMJD2C inh | PP1 counter | PP5 primary | HCV core dimer | Fh CTSL1 inh | Yeast superoxide
OCCCN1c2ccccc2Nc2nnc(-c3ccccc3)cc21 | -1 | 2 | -2 | 4 | 21* | 3.1 | 1 | -2 | 93
Cc1cc(-c2cc(C(=O)Nc3ccccc3)on2)nc(NC2CCCC2)n1 | 11 | -6 | 2 | -5 | 3 | 2.9 | 0 | -3 | 101
CCC(C)Sc1nc2ccccc2n1CC(=O)O (stereo not drawn) | 18 | 7 | 1 | -4 | -3 | -0.7 | -1 | 4 | 106
CC(NC(=O)c1ccco1)C1COc2ccccc2O1 (stereo not drawn) | 3 | -6 | 4 | 6 | -4 | 2.3 | 7 | -4 | 104

New compounds follow:
SMILES | ZTA counter | EBNA-1 inhibitor | TPT1 inhibitor | JMJD2C inh | PP1 counter | PP5 primary | HCV core dimer | Fh CTSL1 inh | Yeast superoxide
O=C(CN1C(=O)NC2(CCCC2)C1=O)Nc1nc2c(F)cc(F)cc2s1 | -10 | -4 | -2 | -12 | -2 | 1.2 | -4 | -1 | 107
O=C(NNc1cccc(Cl)n1)c1c(F)cccc1F | -6 | 2 | -2 | -4 | -1 | -1.4 | -2 | 1 | 107
COc1ccc(OC)c(NC(=O)C23CCC(C)(C(=O)C2)C3(C)C)c1 (stereo not drawn) | 21 | 5 | 0 | -8 | -2 | -3.0 | 3 | 3 | 94
Cc1ccc(OCCN2C(=O)c3ccccc3C2=O)cc1 | -14 | 5 | -1 | 0 | 0 | 1.4 | -13 | 4 | 97
Nc1cc(=O)[nH]c(SCC(=O)Nc2cc([N+](=O)[O-])ccc2Cl)n1 | -4 | 3 | 5 | -12 | -2 | -0.4 | 2 | 2 | 117
COc1cccc(C2CC(=O)Nc3n[nH]c(-c4ccccc4)c32)c1OC (stereo not drawn) | 25 | 4 | -2 | 11 | -1 | 2.1 | 5 | -1 | 123
O=C(O)c1cc(-c2ccccc2Cl)n[nH]1 | -9 | 10 | -7 | -5 | -1 | -0.2 | -8 | 1 | 96
O=C(O)CN=C1NC2(CCCC2)Cc2ccccc21 | -6 | 0 | 0 | 18 | -2 | -0.7 | -2 | -1 | 99
CC1CCCN(C(c2cccs2)c2nnnn2Cc2ccccc2)C1 (stereo not drawn) | -12 | 2 | 7 | -10 | 7 | 2.5 | 3 | 5 | 100
CSc1nc(N)c2c(C)c(C)sc2n1 | -20 | -7 | 2 | 5 | 0 | 3.0 | -1 | 0 | 91
CC1(C)CC2(C)Nc3ccccc3N2C(=S)N1 (stereo not drawn) | -5 | 5 | 1 | 0 | -3 | 0.9 | 4 | 1 | 92
CCN1CCN(CC(=O)Nc2cc3c(cc2C(C)=O)OCO3)CC1 | -7 | 1 | 0 | 12 | 1 | -1.1 | -2 | 9 | 92
CCOc1ccccc1N1CCN(C(=O)CCCc2nc3ccccc3s2)CC1 | -1 | -4 | 1 | 6 | -2 | -0.3 | 1 | -6 | 94
CCN(CC)S(=O)(=O)c1cccc(-c2nnc(SCC(=O)NC3CCCCCCC3)n2N)c1 | -13 | -8 | 0 | -10 | -7 | 2.3 | 4 | -3 | 97
CC(C)(C)C(=O)NC(=S)Nc1ccc(Cc2ccncc2)cc1 | 2 | -11 | -2 | -4 | 4 | 1.7 | -6 | 1 | 94
O=C1CC(Sc2ncccn2)C(=O)N1c1ccccc1C(F)(F)F (stereo not drawn) | 3 | -3 | -7 | 16 | -3 | 1.5 | -1 | 0 | 107
CCCCC(=O)Nc1ccc2c(c1)nc1n2CCSC1 | -7 | -8 | -1 | -5 | -4 | 1.8 | 3 | 0 | 101
CC(c1ccccc1)N(CC(=O)NC1CCCCC1)S(=O)(=O)c1cccc(C(F)(F)F)c1 (stereo not drawn) | 6 | -4 | 1 | -4 | 2 | 5.4 | 2 | -2 | 107
CCC(=O)c1ccc(N2CCOCC2)c(F)c1 | 14 | -6 | 4 | 1 | 2 | -0.2 | 5 | -6 | 101
Cn1cncc1C#Cc1ccc2cc(C3(O)CCCCC3)oc(=O)c2c1 | -7 | · | · | 7 | -7 | -2.7 | · | · | 104
COC(=O)c1ccc(C)c(-n2c(=O)n(Cc3ccccc3)c(=O)c3[nH]cnc32)c1 | 17 | 4 | 2 | 14 | 3 | -2.2 | 3 | 1 | 96
CCOC(=O)CS(=O)(=O)c1ccc(O)cc1 | 1 | -8 | 4 | 12 | -1 | -0.2 | -2 | -3 | 98
N#CC1=C2SCC(O)(c3ccccc3)N2C(=O)CC1c1cccs1 (stereo not drawn) | 0 | 4 | -5 | · | -2 | 1.4 | 1 | 8 | 90
CCc1ccccc1NS(=O)(=O)Cc1ccccc1 | -8 | -6 | 1 | 3 | 0 | 1.8 | 1 | -4 | 107
COc1ccc2c(c1)[nH]c1c(=O)n(/N=C/c3ccc(OC)c(CN4CCCCC4)c3)cnc12 | -8 | 9 | -1 | -11 | -5 | -0.7 | -2 | -1 | 96
CCOC(=O)c1ccc(NC(=O)Nc2ccc(S(N)(=O)=O)cc2)cc1 | 4 | -6 | 0 | -8 | -2 | 3.7 | 2 | 0 | 90
N#CCOC(=O)C1CCN(S(=O)(=O)c2ccc3c(c2)OCCO3)CC1 | 5 | 1 | 2 | 17 | -2 | -1.8 | 4 | 3 | 97
CC(C)CNC(=O)c1ccc2c(c1)C(=O)N(C1CCCCC1)C2=O | -6 | -3 | 3 | 19 | 1 | -4.3 | 2 | -3 | 101
Cc1ccc(C(=O)C(O)C(c2ccc(C)cc2)N2CCCCC2)cc1 (stereo not drawn) | -7 | -3 | -1 | 8 | 11 | -6.0 | -16 | 5 | 98
COc1cc(C2N(Cc3ccccc3)CCN2Cc2ccccc2)ccc1OC(C)=O | -6 | 0 | -1 | -20 | -3 | 2.6 | -3 | -20 | 103
CCOc1ccc2oc(C(=O)NC3CCN(Cc4ccccc4)CC3)c(C)c2c1 | -4 | -7 | 0 | 2 | -1 | -0.7 | 0 | 0 | 95
Cc1ccc(CS(=O)(=O)CCC(=O)NCCN2CCCCC2C)cc1 (stereo not drawn) | -4 | -1 | -3 | 2 | -1 | 2.9 | -8 | 0 | 92
CC(=O)Nc1ccc2nc(CN3CCN(CC=C(C)C)C(CCO)C3)ccc2c1 (stereo not drawn) | -3 | 2 | 1 | -3 | -6 | 3.1 | 9 | -2 | 101

Shown as a hit in TPT1 inhibitor, of those listed so far:
| Structure | EBNA-1 inhibitor | TPT1 inhibitor | JMJD2C inh | PP5 primary | HCV core dimer |
| --- | --- | --- | --- | --- | --- |
| O=C1CSC(=S)N1/N=C/c1cc(Br)c(O)c(Br)c1 | -3 | 82* | -2 | -1.5 | -20 |
